PMI act satM6P – human PMI activators, high substrate, primary screen, biochemical, fluorescence intensity, near-saturating mannose 6-phosphate | Mannose-6-phosphate isomerase (Homo sapiens), P34949 | coupled PMI enzyme assay, resazurin fluorescence, 20 min; stronger effect = higher value; 1 = untreated enzyme, 0 = substrate-free blank | activation factor at 20 µM | actives 0.34% (n = 190,000);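 active = activation factor of 2 or more at 20 µM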
Target sequence (P34949 whole entry, looked up): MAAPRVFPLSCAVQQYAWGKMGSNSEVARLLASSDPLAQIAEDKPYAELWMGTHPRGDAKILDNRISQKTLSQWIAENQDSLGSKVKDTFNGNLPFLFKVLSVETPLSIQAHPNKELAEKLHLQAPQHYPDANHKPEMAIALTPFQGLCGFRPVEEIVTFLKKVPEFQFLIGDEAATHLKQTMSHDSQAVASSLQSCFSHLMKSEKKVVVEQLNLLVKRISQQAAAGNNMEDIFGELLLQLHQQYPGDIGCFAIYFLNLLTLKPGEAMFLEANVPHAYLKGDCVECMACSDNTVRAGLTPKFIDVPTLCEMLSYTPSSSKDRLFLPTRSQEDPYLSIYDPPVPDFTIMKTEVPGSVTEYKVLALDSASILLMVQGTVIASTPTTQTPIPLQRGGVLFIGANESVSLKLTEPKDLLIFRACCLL
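Test system: human phosphomannose isomerase with PGI, G6PDH, diaphorase coupling enzymes; Amount: PMI at 15 ng/mL final; Reagent: Mannose-6-phosphate 1.0 mM (near-saturating) plus 0.22 mM NADP+; Timing: 20 min, room temperature; Technique: resorufin fluorescence at Ex 544/Em 590 nm; Dosing: 20 µM single dose.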
Diaphorase act – compounds boosting diaphorase resazurin reduction – biochemical, uHTS, resorufin fluorescence, counter-screen for diaphorase-coupled primary assays, primary screen; Diaphorase/resazurin coupled assay, 16 min; stronger effect = higher value; 1 = vehicle wells, 0 = NADH-free wells; activation factor at 20 µM; actives 0.005% (n = 190,000); AID 1229, 2008;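 active = diaphorase activity raised at least twofold by the compound at 20 µM; inactive = activation factor below 2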
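Material: bacterial diaphorase enzyme (C. kluyveri); amount: enzyme 0.07 U/mL final; reagent: NADH substrate 0.114 mM plus resazurin dye 0.1 mM, final; doses: single compound dose of 20 µM, 1% DMSO final; timing: 16 min enzyme reaction, ambient temperature; measured by: fluorescence of resorufin, 544 nm excitation, 590 nm emission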
PPARg SRC-3 ag – PPARgamma agonists recruiting SRC-3 coactivator, primary screen, biochemical | activation, % at 8 µM | Peroxisome proliferator-activated receptor gamma (Homo sapiens), P37231 | biochemical PPARgamma/SRC-3 coactivator recruitment assay | actives 0.26% (n = 200,000); in the data active = activation above about 23%;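 also: 0% = DMSO and 100% = reference agonist; some compounds past the cut are filed as inactive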
S1P3 antagonist – S1P3 receptor antagonists, primary screen, cell-based. actives 0.27% (n = 170,000). inhibition, % at 4.98 µM. Sphingosine 1-phosphate receptor 3 (Homo sapiens), Q99500. CHO S1P3 NFAT-BLA reporter, FRET fluorescence, antagonist mode;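 active = inhibition above the plate cutoff, the mean inhibition of test wells on that plate plus 3 SD, cut at about 28% in these data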;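 also: cells challenged with S1P at its EC80 of 0.8 µM; blue over green emission ratio from cleaved BLA substrate after 4 h stimulation; 0% = S1P-stimulated wells and 100% = unstimulated DMSO-only wells; some compounds past the cut are filed as inactive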
PPARg SRC-2 ag – agonists of PPARg-SRC-2 recruitment, primary screen, biochemical, HTS; actives 0.34% (n = 200,000); PPARgamma LBD-SRC-2 recruitment; Peroxisome proliferator-activated receptor gamma (Homo sapiens), P37231; activation, % at 8 µM; in the data active = activation above about 22%;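 also: 0% = vehicle and 100% = reference agonist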
TR-FRET SRC-2 ct – TR-FRET signal artefacts, primary screen, artefact control for PPARgamma SRC-2 agonist project, biochemical; TR-FRET ratio at 8 µM; AID 1049, 2008; actives 0.4% (n = 200,000); TR-FRET artefact counter-screen; stronger effect = higher value; in the data active = TR-FRET ratio above about 2000; also: inactives centre near 1500
ROMK primary – ROMK potassium channel modulators, primary screen, cell-based, thallium flux, MLSMR library. ATP-sensitive inward rectifier potassium channel 1 (Homo sapiens), P48048. Tet-inducible ROMK, thallium flux fluorescence; actives lie on both sides. B-score at 10 µM. actives 2% (n = 130,000);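 active = signal ratio slope over the read window, or its plate-corrected B-score, at least 3 SD from the plate mean, either direction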;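 also: B-score of the F/F0 ratio slope over 7 to 12 s after thallium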
Target sequence (P48048 whole entry, looked up): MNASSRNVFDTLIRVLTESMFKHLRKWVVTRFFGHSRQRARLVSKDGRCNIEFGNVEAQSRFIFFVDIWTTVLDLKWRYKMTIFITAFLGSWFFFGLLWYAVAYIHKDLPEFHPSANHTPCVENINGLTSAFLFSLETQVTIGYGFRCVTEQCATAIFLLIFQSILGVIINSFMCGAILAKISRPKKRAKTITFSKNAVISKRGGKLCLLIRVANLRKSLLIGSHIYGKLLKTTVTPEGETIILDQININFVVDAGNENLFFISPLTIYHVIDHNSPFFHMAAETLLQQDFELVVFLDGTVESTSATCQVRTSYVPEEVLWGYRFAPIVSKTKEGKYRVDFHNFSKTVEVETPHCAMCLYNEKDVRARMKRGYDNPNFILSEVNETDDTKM
PPARg SRC1 recr – PPARgamma agonists recruiting SRC-1 coactivator, primary screen, biochemical | activation, % at 8 µM | Peroxisome proliferator-activated receptor gamma (Homo sapiens), P37231 | AID 631, 2007 | actives 0.41% (n = 200,000) | PPARgamma-SRC-1 coactivator recruitment biochemical assay; in the data active = activation above about 19%;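 also: 0% = DMSO and 100% = reference agonist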
G6PDH counter – L. mesenteroides G6PDH inhibitors, counter-screen for G6PDH-coupled screening assays, biochemical, Leuconostoc mesenteroides enzyme; glucose-6-phosphate dehydrogenase [Leuconostoc mesenteroides]; Purified L. mesenteroides G6PDH, diaphorase/resazurin coupled fluorescence, 45 min; inhibition, % at 5 µM; actives 0.12% (n = 200,000); in the data active = inhibition above about 50%
Diaph inh CS – diaphorase inhibitors and chemical oxidizers, primary screen, counter-screen for diaphorase-coupled primary assays, biochemical, uHTS, resorufin fluorescence; diaphorase resazurin-to-resorufin fluorescence, NADH, 16 min; bacterial (C. kluyveri) enzyme, not human; actives 0.69% (n = 190,000); inhibition, % at 20 µM; AID 1217, 2008;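 active = primary screen inhibition at 20 µM above a set limit, cut at about 50% in these data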;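 also: plate controls were DMSO with full reaction for no effect and wells lacking NADH for full effect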
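System: Diaphorase enzyme from Clostridium kluyveri | Amount: Enzyme working solution with 0.14 U/mL diaphorase | Benchmarks: No-NADH positive control and DMSO neutral control | Signal: Fluorescence of resorufin formed from resazurin, Ex 544/Em 590 nm | Schedule: 16-min room-temperature incubation before reading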
PMI activator – activators of human PMI, primary screen, biochemical, fluorescence intensity, near-Km mannose 6-phosphate | activation factor at 20 µM | actives 0.005% (n = 190,000) | purified human PMI, coupled resazurin fluorescence, 20 min; stronger effect = higher value; 1 = vehicle control, 0 substrate-free wells;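 active = activation factor of 2 or more at 20 µM, relative to plate controls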
Starred values were filed as active, the others as inactive; . = no result given.

SMILES	PMI act satM6P	Diaphorase act	PPARg SRC-3 ag	S1P3 antagonist	PPARg SRC-2 ag	TR-FRET SRC-2 ct	ROMK primary	PPARg SRC1 recr	G6PDH counter	Diaph inh CS	PMI activator
Cc1cccc(-c2nnc(SCC(=O)Nc3nc4c(s3)CCCC4)n2C)c1	1	0.9	5	.	0	1610	0	1	4	13	1
OCCC1CN(Cc2cccn2-c2nccs2)CCN1CCc1ccccc1 (stereo not given)	1	0.8	2	13	8	1599	-0.51	15	13	18	1
COc1ccc(CNC(=O)c2cc(C)nc3ccccc23)cc1OC	1.1	1	-6	-2	-4	1481	-0.43	0	4	2	1.1
COC(=O)C1=C(C)N(c2ccccc2)/C(=C/c2cccs2)C1=O	0.9	0.9	-3	.	2	1379	.	5	6	14	1
CCOC(=O)C(=O)NNc1ccccc1C	2.2*	0.9	2	-5	3	1833	-0.037	-1	0	14	1.5
Cc1ccc2cc(/C=N/NC(=O)CN3CCOCC3)c(Cl)nc2c1	0.9	0.8	18	.	3	1548	.	10	-31	16	0.9
CC(C)CCN1C(=O)c2ccccc2C1C(=O)NCc1cccnc1 (stereo not given)	0.9	0.9	4	.	8	1424	1.4	-4	0	10	0.9
COC1=C(N)C(=O)c2nc(-c3nc(C(=O)O)c(C)c(-c4ccc(OC)c(OC)c4O)c3N)ccc2C1=O	0.4	0.3	4	-7	0	1637	.	7	56*	68*	0.4
CCCOC(=O)c1cc(=O)[nH]c2ccccc12	0.9	0.9	-6	.	1	1464	.	-2	6	12	1
CC(c1ccccc1)N1CC(C(=O)N2CCN(c3ccccc3)CC2)CC1=O (stereo not given)	1	0.8	4	-1	-1	1669	.	10	0	18	1
COc1ccccc1NC(=O)c1ccc(-c2ccccc2[N+](=O)[O-])o1	0.5	0.8	2	-11	2	1392	-0.065	2	17	24	0.9
O=C(N/N=C/C=C\c1ccccc1[N+](=O)[O-])c1cccs1	1	0.9	1	-1	2	1841	0.66	10	-12	9	0.9
O=[N+]([O-])c1cc(Cl)cc(C2=NCCN2)c1	1	0.9	5	.	7	1567	.	8	10	13	0.9
Cc1ccn(C(=O)c2cc3c(C)nn(-c4ccccc4)c3s2)n1	1.2	1.1	1	.	2	1666	.	8	0	-6	1.1
O=C(CSc1nnc2c(n1)[nH]c1ccccc12)Nc1ccc(S(=O)(=O)Nc2ncccn2)cc1	1	0.6	-1	-10	0	1593	-0.0089	-2	8	41	0.9
Nc1ccc(Sc2cc(Cl)nc(N)n2)cc1	1.1	1	5	.	13	1522	.	9	-27	-3	1
O=C(COC(=O)c1cccc([N+](=O)[O-])c1)NCc1ccc2c(c1)OCO2	0.9	0.9	1	4	7	1609	.	3	16	7	1
COc1ccc(OC)c(C2=NOC(C(=O)Nc3cc(C)nn3-c3ccccc3)C2)c1 (stereo not given)	1	1.1	2	-23	7	1597	.	7	-3	-6	0.9
C/C(CC(=O)N1CCN(C=O)CC1)=N\NC(=O)c1ccc(Br)cc1	1	0.9	6	-27	10	1651	0.25	4	7	8	0.9
O=C1Nc2ccccc2N=C(c2ccccc2)C1N1CCOCC1 (stereo not given)	1	0.9	-5	0	0	1428	.	0	9	9	1.1
O=C(Nc1ccc2c(c1)OCO2)C(c1ccccc1)N1CCCCC1 (stereo not given)	1.1	1	.	19	.	.	.	.	11	-1	1.1
Cc1cccc(C)c1NC(=O)C(c1ccccc1)N1CCOCC1 (stereo not given)	1.1	1	9	.	5	1510	0.51	-4	2	1	1.1
CCc1ccc2[nH]c(=O)c(CN(CCN(CC)CC)C(=O)NC3CCCCC3)cc2c1	0.7	0.8	.	16	.	.	.	.	6	23	0.9
CCN=C1S/C(=C\c2ccc(-c3cccc(C(=O)O)c3)o2)C(=O)N1CC	1	0.6	-4	-22	-2	1493	1.9	13	11	35	1.1
O=C(C[n+]1ccc(Cc2ccccc2)cc1)Nc1ccccc1	1	1	0	-9	6	1482	0.76	8	-3	2	1.1
COc1ccccc1CNS(=O)(=O)N(C)C	0.9	1	0	8	5	1485	-0.3	0	17	4	0.9
Cc1nnc2ccc(N3CCCC3)nn12	1	0.9	6	26	3	1570	1	2	4	12	0.9
Cc1cc(C)n(CC(=O)NC2C(=O)N3C(C(=O)O)=C(CSc4nnc(C)s4)CSC23)n1 (stereo not given)	1.1	0.9	-3	6	2	1591	1.2	-2	4	7	1.1
CCOC(=O)/C(C(N)=NC)=C(\O)c1ccccc1	0.9	0.9	9	9	-1	1449	0.028	-10	2	6	0.9
CCCn1nc(-c2ccccc2)c2nc3ccccc3nc21	0.9	0.8	0	5	7	1656	.	8	-2	21	0.9

In another format: results already given
compound,PMI act satM6P,Diaphorase act,PPARg SRC-3 ag,S1P3 antagonist,PPARg SRC-2 ag,TR-FRET SRC-2 ct,ROMK primary,PPARg SRC1 recr,G6PDH counter,Diaph inh CS,PMI activator
O=C(Nc1ccc2c(c1)OCO2)C(c1ccccc1)N1CCCCC1 (stereo not given),1.1,1,.,19,.,.,.,.,11,-1,1.1
Cc1cccc(C)c1NC(=O)C(c1ccccc1)N1CCOCC1 (stereo not given),1.1,1,9,.,5,1510,0.51,-4,2,1,1.1
CCc1ccc2[nH]c(=O)c(CN(CCN(CC)CC)C(=O)NC3CCCCC3)cc2c1,0.7,0.8,.,16,.,.,.,.,6,23,0.9
CCN=C1S/C(=C\c2ccc(-c3cccc(C(=O)O)c3)o2)C(=O)N1CC,1,0.6,-4,-22,-2,1493,1.9,13,11,35,1.1
O=C(C[n+]1ccc(Cc2ccccc2)cc1)Nc1ccccc1,1,1,0,-9,6,1482,0.76,8,-3,2,1.1
COc1ccccc1CNS(=O)(=O)N(C)C,0.9,1,0,8,5,1485,-0.3,0,17,4,0.9
Cc1nnc2ccc(N3CCCC3)nn12,1,0.9,6,26,3,1570,1,2,4,12,0.9
Cc1cc(C)n(CC(=O)NC2C(=O)N3C(C(=O)O)=C(CSc4nnc(C)s4)CSC23)n1 (stereo not given),1.1,0.9,-3,6,2,1591,1.2,-2,4,7,1.1
CCOC(=O)/C(C(N)=NC)=C(\O)c1ccccc1,0.9,0.9,9,9,-1,1449,0.028,-10,2,6,0.9
CCCn1nc(-c2ccccc2)c2nc3ccccc3nc21,0.9,0.8,0,5,7,1656,.,8,-2,21,0.9

(list continues)
SMILES	PMI act satM6P	Diaphorase act	PPARg SRC-3 ag	S1P3 antagonist	PPARg SRC-2 ag	TR-FRET SRC-2 ct	ROMK primary	PPARg SRC1 recr	G6PDH counter	Diaph inh CS	PMI activator
COc1cccc2cc(C(C)N(CCCN3CCOCC3)C(=S)Nc3ccc(C)c(C)c3)oc12 (stereo not given)	0.9	0.8	7	9	15	1709	-1.6	14	-1	24	0.9
COc1ccc(OC)c(-c2cc(C(=O)Nc3c(C)nn(Cc4ccccc4)c3C)no2)c1	1	0.9	0	-10	-3	1381	-2.4	0	3	9	0.9
Cc1oc(C(C)(C)C)cc1C(=O)Nc1cccc(/C=C\C(=O)O)c1	1	0.9	9	8	-1	1438	0.67	-6	2	8	1
O=C(O)c1ccc(-n2cc(-c3cc4ccccc4oc3=O)[nH]c2=S)cc1	2.4*	0.8	4	0	1	1446	1.7	-2	2	23	1.7
CCOc1cccc(C(=O)Nc2nccs2)c1	1	0.9	3	.	5	1549	-0.68	3	-4	7	1.1
CCCOc1ccc(C2c3c(oc4ccccc4c3=O)C(=O)N2CCCN2CCOCC2)cc1 (stereo not given)	1.1	0.8	3	-15	-3	1496	.	-1	6	15	1
CC(=O)N1CCc2cc(S(=O)(=O)NCCC(=O)N3CCc4ccccc4C3)ccc21	1	0.9	7	.	8	1568	-0.39	2	4	10	1
O=C(Nc1ccc2c(c1)OCO2)C1CCN(C(=O)c2cccs2)CC1	0.9	1	-5	-6	-3	1607	.	2	6	4	1
CCCCCn1c(SCC(=O)CC(=O)OCC)nc2cc(C(=O)N3CCC(C(N)=O)CC3)ccc2c1=O	1.1	1	1	-41	-9	1542	-0.23	6	0	-2	1.1
CCC(=Nc1ccc(Cc2ccncc2)cc1)c1c(O)n(C)c(=O)n(C)c1=O	0.9	0.8	-1	-10	-7	1330	-0.74	-2	13	20	1
Cc1ccc(C(C(=O)NCc2ccc(F)cc2)N(CCCO)C(=O)C2COc3ccccc3O2)o1 (stereo not given)	0.9	0.8	0	-21	5	1392	-0.23	-3	14	22	0.9
O=C(CNCCO)N1N=C(c2cccs2)CC1c1cccs1 (stereo not given)	1.1	1.1	-4	-9	-1	1455	-0.071	-4	6	-6	1.1
Cc1occc1C(=O)NNC(=O)c1cccc(F)c1	1.1	0.9	-1	-18	0	1462	0.28	6	2	5	1.1
COc1ccc(C(=O)Nc2ccc3c(c2)nc2n3CCSC2)cc1	0.9	1	-7	20	6	1652	.	4	8	-3	1
COc1ccccc1OCc1ccc(C(=O)n2nc(C)c(Cl)c2C)o1	1	0.9	-9	-9	4	1659	.	7	-32	9	0.9
CN(C)C(=O)c1cccn1-c1ncc(C(F)(F)F)cc1Cl	1	1	-3	6	6	1531	0.45	-3	0	4	1.1
O=C(O)CC(C(=O)O)N1C(=O)/C(=C/c2ccc(-c3nc4ccccc4s3)o2)SC1=S (stereo not given)	1.4	0.7	0	.	7	1508	.	3	-32	32	1.1
Cn1c(SCn2nnc3ccccc3c2=O)nc2ccccc2c1=O	0.8	0.6	-1	-15	-5	1484	-0.096	7	6	35	0.9
CCc1nc2oc3cc(OC)ccc3c(=O)c2c(=O)n1Cc1ccco1	1.1	0.9	7	4	-1	1519	.	-3	10	6	1.2
